PI4K2A block: inhibitors of human PI4K2A; Q9BTU6; purified PI4K2A, ADP-Glo luminescence, 1 h; hits give low values; activity change, negative = inhibition, % at 76.9 µM; hit rate 0.13% among 420,000; AID 1346378; in the data active means activity change below about -50%; inconclusive means mostly about -30% to -49%;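 further: -100% = wells without enzyme as full effect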
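Compounds are screened against recombinant PI4K2A using PI as substrate and ATP, the latter dispensed at 300 microM. Reactions run one hour at ambient temperature before ADP-Glo detection; full inhibition defined by wells lacking enzyme.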
GLS inhibitor: inhibitors of human glutaminase (GLS); GLS enzymatic activity, qHTS titration; Potency, µM (series often up to 45.5 µM), for inactives: at the top dose activity change, negative = inhibition, usual class: inhibitors; hit rate 0.21% among 410,000; active means well fitted inhibition curve with a large enough effect; inconclusive means small, poorly fitted or top-dose-only effect, or another doubt; inactive means no such curve, though single readings can be large or run the other way; further: potency means the concentration at half of the fitted maximal effect
Target sequence (O94925 whole entry, looked up): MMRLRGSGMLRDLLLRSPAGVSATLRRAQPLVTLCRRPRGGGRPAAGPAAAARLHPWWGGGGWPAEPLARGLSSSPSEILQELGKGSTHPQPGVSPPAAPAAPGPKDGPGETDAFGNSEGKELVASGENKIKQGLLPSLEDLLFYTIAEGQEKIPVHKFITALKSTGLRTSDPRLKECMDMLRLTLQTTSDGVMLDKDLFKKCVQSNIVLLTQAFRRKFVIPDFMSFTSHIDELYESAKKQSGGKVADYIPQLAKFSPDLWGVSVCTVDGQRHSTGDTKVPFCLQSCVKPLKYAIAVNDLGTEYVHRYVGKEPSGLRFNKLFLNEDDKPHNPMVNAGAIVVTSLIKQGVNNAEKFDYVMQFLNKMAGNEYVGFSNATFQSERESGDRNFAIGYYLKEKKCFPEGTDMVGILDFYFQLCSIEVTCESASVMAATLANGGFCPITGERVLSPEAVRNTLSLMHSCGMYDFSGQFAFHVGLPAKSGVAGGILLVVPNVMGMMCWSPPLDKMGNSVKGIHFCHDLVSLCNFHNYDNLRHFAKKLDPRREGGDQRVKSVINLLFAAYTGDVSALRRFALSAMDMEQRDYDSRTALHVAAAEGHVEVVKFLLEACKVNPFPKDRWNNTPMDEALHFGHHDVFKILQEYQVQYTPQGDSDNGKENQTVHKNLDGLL
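Assay buffer: 45 mM KH2PO4 pH 8.2, 0.02% Tween-20. hKGA acts on L-glutamine (1 mM solution added); product glutamate is reported by an oxidase/peroxidase Amplex Red coupling, with fluorescence taken at baseline and 30 min.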
* = called active by the depositor; u = inconclusive; [ ] = remark or other dose. Unless noted, on the % scale 0 is the no-effect control and ±100 the full control effect. This is a subset; count on the stated rates, not on these rows.

Sample of the layout:
structure	PI4K2A block	GLS inhibitor
CCOC(=O)C1=CCN(S(=O)(=O)c2ccccc2C(=O)OC)C1c1ccc(Cl)cc1 (stereo unspecified)	7	-3%
Cc1c(C(=O)NCc2ccccc2C(F)(F)F)sc(=O)n1Cc1ccc(F)cc1	2	0%
COc1ccc(CNC(=O)Nc2ccc3c(c2)c(=O)n(C)n3Cc2cc(C)cc(C)c2)cc1	0	1%
CC(NC(=O)C1CCCN1C(=O)OC(C)(C)C)C(=O)OCc1ccccc1 (stereo unspecified)	-3	-2%
COc1ccc(S(=O)(=O)NC(=O)C2(C)CCN2C(=O)c2ccc(C(F)(F)F)nc2C)cc1 (stereo unspecified)	-1	11%

The listing, from the first entry:
structure	PI4K2A block	GLS inhibitor
CCOC(=O)C1=CCN(S(=O)(=O)c2ccccc2C(=O)OC)C1c1ccc(Cl)cc1 (stereo unspecified)	7	-3%
Cc1c(C(=O)NCc2ccccc2C(F)(F)F)sc(=O)n1Cc1ccc(F)cc1	2	0%
COc1ccc(CNC(=O)Nc2ccc3c(c2)c(=O)n(C)n3Cc2cc(C)cc(C)c2)cc1	0	1%
CC(NC(=O)C1CCCN1C(=O)OC(C)(C)C)C(=O)OCc1ccccc1 (stereo unspecified)	-3	-2%
COc1ccc(S(=O)(=O)NC(=O)C2(C)CCN2C(=O)c2ccc(C(F)(F)F)nc2C)cc1 (stereo unspecified)	-1	11%
Cc1cc2nc(-c3ccc(F)cc3)c(CC(C)(C)C)n2c(C)c1Br	2	6%
COCc1cccc(-c2csc(C(O)c3ccc(F)c(F)c3)n2)c1 (stereo unspecified)	-1	15%
CC1(c2nnnn2Cc2ccccc2)CCC(=O)N1CCc1ccccc1F (stereo unspecified)	u	u
CC1(C(=O)NS(=O)(=O)c2ccccc2Cl)CCN1C(=O)C1CCCCC1 (stereo unspecified)	1	2%
CCCC(=O)N1CCCC1(C)C(=O)Nc1ccc2cn[nH]c2c1 (stereo unspecified)	2	6%
CCc1nc2c(OCCOc3ccc(F)cc3)cccn2c1N(C)C(=O)c1ccco1	1	-15%
CN1C(=O)CC2(C)C1=CCc1scnc12 (stereo unspecified)	5	-14%
CC(C)Nc1nc(Nc2ccc(Cl)cc2F)c2sccc2n1	-2	19%
Cc1cc(C(=O)N2CCC2(C)C(=O)NCc2cccc3ccccc23)nn1C (stereo unspecified)	2	2%
CC(C)(C)c1ccc(C(O)c2ncc(-c3ccccc3)[nH]2)cc1 (stereo unspecified)	-1	-7%
CC(C)(C)n1nnnc1C(c1ccccc1)N1CCN(c2ccc(C(F)(F)F)cn2)CC1 (stereo unspecified)	-1	-1%
CC(=O)c1cccc(-c2ccnc3c2CC(C(=O)NCCC(F)(F)F)O3)c1 (stereo unspecified)	0	11%
COc1ccc(CNC(=O)C2Cc3c(-c4ccc5c(c4)OCO5)ccnc3O2)cc1OC (stereo unspecified)	2	0%
COc1cc2oc(=O)cc(CN3CCN(c4ccccc4OC)CC3)c2cc1Cl	0	-10%
CC1(C(=O)NS(=O)(=O)c2cccc(OC(F)F)c2)CCN1C(=O)Cc1ccccc1 (stereo unspecified)	0	-1%
CC(C)COC(=O)N1CCCCC1c1cc(C(=O)NC(C)C)no1 (stereo unspecified)	0	1%
CNc1ncnc2c1ncn2[C@H]1CN(Cc2ccc3c(c2)OCO3)C[C@@H](CO)O1	-4	1%
Cc1cc2c(=O)cc(-c3ccccc3)oc2c(C(=O)O)c1C	-7	4%
CN(C)c1ccc(CNc2nc3cc(-c4ccc(F)cc4)sc3c(=O)n2C)cc1	-3	12%
CN1C(=O)CON=C1c1cccc2ccccc12	0	-7%
O=C(Nc1nnc([C@H]2C[C@H](O)[C@@H](CO)O2)s1)c1ccc(Oc2ccccc2)cc1	0	1%
O=C(NCC1CC1)c1csc([C@@H]2O[C@H](CO)[C@H](O)[C@H](O)[C@H]2O)n1	5	-9%
CCc1nc2ccc(C(=O)Nc3cccc(OC)c3)cn2c1N(C)CCCc1ccccc1	4	-2%
CC(C)CNc1ncnc2c1ncn2[C@H]1CN(Cc2ccc(C(=O)O)cc2)C[C@@H](CO)O1	-1	3%
CC1(C(=O)NS(=O)(=O)c2cccs2)CCN1C(=O)C1CCCCC1 (stereo unspecified)	-4	10%
COc1ccc(-c2nn(-c3ccccc3)cc2CNC[C@H]2O[C@@H](n3cnc4c(=O)[nH]c(N)nc43)[C@H](O)[C@@H]2O)cc1	1	72%[activator]
CN1CCC(N2CCN(C3CN(Cc4ccccc4)S(=O)(=O)C3)CC2)CC1 (stereo unspecified)	4	1%
COc1ccc(C(C)=O)cc1Cn1c(C)c(C(=O)NCc2cccc(C)c2)sc1=O	1	3%
CC1(C(=O)NS(=O)(=O)C2CC2)CCCN(C(=O)c2cccc(C(F)(F)F)c2)C1 (stereo unspecified)	2	-9%
CC1(C)ON=C(c2cccc(F)c2)NC1=O	-3	1%
Cc1cc(NC(=O)CS(=O)(=O)c2cn(Cc3cccc(Cl)c3)c3ccccc23)no1	0	0%
O=C1NC[C@@H](CCCCN2C[C@H](Cc3ccc(O)cc3)N(CCC3CCCCC3)C(=O)C2=O)N(Cc2ccccc2)C1=O	-6	-2%
CC(C)(C)Cc1c(-c2ccco2)nc2ccc(Cl)cn12	-4	-3%
O=C(CSc1nc2ccccc2c(=O)n1-c1ccccc1)Nc1ccc2c(c1)CCC2	4	-6%
COc1ccc([C@H]2CC(=O)C[C@@H](CCn3cc(-c4ccncc4)nn3)O2)cc1	-3	5%

Some of the entries so far, with the structure last:
PI4K2A block,GLS inhibitor,SMILES
-6,-2%,O=C1NC[C@@H](CCCCN2C[C@H](Cc3ccc(O)cc3)N(CCC3CCCCC3)C(=O)C2=O)N(Cc2ccccc2)C1=O
0,0%,Cc1cc(NC(=O)CS(=O)(=O)c2cn(Cc3cccc(Cl)c3)c3ccccc23)no1
1,3%,COc1ccc(C(C)=O)cc1Cn1c(C)c(C(=O)NCc2cccc(C)c2)sc1=O
4,1%,CN1CCC(N2CCN(C3CN(Cc4ccccc4)S(=O)(=O)C3)CC2)CC1 (stereo unspecified)
1,72%[activator],COc1ccc(-c2nn(-c3ccccc3)cc2CNC[C@H]2O[C@@H](n3cnc4c(=O)[nH]c(N)nc43)[C@H](O)[C@@H]2O)cc1

(cont.)
structure	PI4K2A block	GLS inhibitor
COc1ccc(NC(=O)c2cc(C3CCCCN3C(=O)CCCc3ccccc3)on2)c(C)c1 (stereo unspecified)	-2	6%
CCC(=O)N1CCC1(C)C(=O)NCc1ccc(SC)cc1 (stereo unspecified)	3	-8%
O=C(c1[nH]c(C(F)(F)F)nc1-c1ccccc1)N1CCc2c([nH]c3ccccc23)C1	4	27%
O=C(NC(c1ccccc1)c1ccsc1)C1CCN(CCOc2ccc(Cl)cc2Cl)CC1 (stereo unspecified)	-3	6%
CNc1ncnc2c1ncn2[C@H]1CN(Cc2ccc(Cl)cc2)C[C@@H](CO)O1	-3	0%
OC[C@@H]1CN(Cc2ccc(Cl)cc2)C[C@H](n2cnc3c(N4CCCC4)ncnc32)O1	1	-1%
COC(=O)[C@]12CCCCC=C1N(Cc1ccc(Cl)cc1Cl)C(=O)[C@H](CC(=O)NCCC(C)C)C2	3	2%
COc1ccc(-c2cc(NC=O)c3ncc(-c4ccc(OC)c(OC)c4)n3c2)cc1	-5	1%
C[C@H]1CN([C@@H](C)CO)C(=O)CCCn2cc(nn2)CO[C@@H]1CN(C)C(=O)NC1CCCCC1	1	1%
COc1ccc(NC(=O)Nc2nc(C(N)CC(C)C)cs2)cc1 (stereo unspecified)	1	12%
Cc1ccc(Cc2c(-c3ccc(C#N)cc3)nc3c(C)cc(Br)cn23)cc1	-2	-3%
CC(C)NC(=O)C1(C)CCN1C(=O)c1ccc(F)c(Cl)c1 (stereo unspecified)	-3	3%
CCc1nc2ccc(C(=O)Nc3ccc(OC)c(OC)c3)cn2c1N(C)Cc1nccs1	3	8%
O=C1NC[C@H](CCCCN2CCN(CCc3ccccc3)C(=O)C2=O)N(CCc2ccc(O)cc2)C1=O	3	12%
COc1ccc([C@H]2CC(=O)C[C@@H](CCn3cc(-c4ccccn4)nn3)O2)cc1	7	-2%
Nc1nc2cc3c(cc2cc1C(=O)NCc1ccc(F)cc1)OCO3	-4	0%
CCOC(=O)C1=CCN(S(=O)(=O)c2ccc(C)cc2)C1c1cccc(F)c1 (stereo unspecified)	4	10%
CCOC(=O)C1(C)CCN1C(=O)c1ccc(OC)c(F)c1 (stereo unspecified)	-4	8%
CC1(COc2ccc(CC3SC(=O)NC3=O)cc2)CCCCC1 (stereo unspecified)	-1	11%
CNc1cc(-c2c(OC)cccc2OC)ncn1	-9	0%
CCC(=O)N1CCCC1(C)C(=O)Nc1ccc2c(c1)CCN2C(C)=O (stereo unspecified)	0	1%
COCCNC(=O)c1cc2c(Br)ccc(Br)c2nc1N	0	-1%
CC1(C(=O)NCc2ccc(F)c(F)c2)Cc2c(-c3cccc(C(F)(F)F)c3)ccnc2O1 (stereo unspecified)	-2	-1%
CC(C)NC(=O)Nc1nnc([C@H]2C[C@H](O)[C@@H](CO)O2)s1	3	12%
CCC(=O)N1CCCC1(C)C(=O)Nc1ccc(OC(F)F)cc1 (stereo unspecified)	-3	21%
CC1(C(=O)NCc2ccc(C(F)(F)F)cc2)CCN1C1Cc2ccccc2C1 (stereo unspecified)	-2	-1%
CCc1nc2ccc(C(=O)Nc3ccc(NC(C)=O)cc3)cn2c1N(C)CCC(C)C	-2	15%
CCOc1cc(OCC)cc(C(=O)N2CCC[C@H]2C(=O)N2CCC[C@H]2C(=O)N[C@@H](C)c2ccccc2)c1	-2	13%
C[C@H]1CN([C@@H](C)CO)S(=O)(=O)c2ccc(Br)cc2O[C@H]1CN(C)C(=O)CN(C)C	2	3%
Cc1cc(N2CCN(C(=O)c3[nH]c(C(F)(F)F)nc3-c3ccccc3)CC2)c2ccccc2n1	-7	-11%

Full records, looked up by structure. Order of screens: PI4K2A block, GLS inhibitor
Entry for CCC(=O)N1CCCC1(C)C(=O)Nc1ccc2c(c1)CCN2C(C)=O (stereo unspecified) : 0, 1%
Entry for CCc1nc2ccc(C(=O)Nc3ccc(NC(C)=O)cc3)cn2c1N(C)CCC(C)C : -2, 15%

Later entries.
structure	PI4K2A block	GLS inhibitor
COc1cc(Nc2ccn3nc(-c4ccccc4Cl)cc3n2)cc(OC)c1OC	-3	9%
CC(C)C[C@@H]1Cc2[nH]c(=S)[nH]c(=O)c2[C@H](C)O1	-2	-9%
CC(=O)Nc1cc(-c2cccc(C(=O)NCCO)c2)cn2c(-c3cccc(C(F)(F)F)c3)cnc12	-1	-6%
CC(C)(C)c1ccc(CC(=O)N2CCC2(C)C(=O)Nc2cccc3cccnc23)cc1 (stereo unspecified)	5	0%
CCOc1ccc(CCN2C(=O)C(=O)N([C@@H](Cc3ccc(O)cc3)CN3CCC[C@H]3CN3C(=O)C(=O)NC[C@@H]3Cc3ccccc3)C[C@@H]2Cc2ccc(O)cc2)cc1	4	8%
Cc1ccc(C)c(CC(=O)N2CCCC(c3cc(C(=O)NCc4ccccc4)no3)C2)c1 (stereo unspecified)	1	0%
CC(C)NC(=O)C1Cc2c(-c3ccc4c(c3)OCO4)ccnc2O1 (stereo unspecified)	4	0%
Cc1ccc(Nc2nc(NCc3ccccc3)nc3ccsc23)c(C)c1	-5	9%
CN1OC[C@@H]2CN(C(=S)NCCc3ccccc3)[C@H](c3ccc(-n4ccnc4)cc3)C[C@@H]21	0	-6%
CC1(C(=O)NS(=O)(=O)C2CC2)CCN(C(=O)c2cccc(OC(F)(F)F)c2)C1 (stereo unspecified)	-5	5%

Compound activity: PubChem, National Center for Advancing Translational Sciences (NCATS)
